S100A4 inh HTS = blocks human S100A4 binding to myosin IIA peptide | P26447 | S100A4/TAMRA-MyoIIA peptide fluorescence polarization | inhibition, % at 10.7 µM | 360,000 compounds, 0.14% hits;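 active means mean inhibition of at least 70% across replicates, with every replicate also reaching that level; inconclusive means mean inhibition reaches 70% but some replicates fall short; inactive means mean inhibition below 70%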
Target sequence (P26447 whole entry, looked up): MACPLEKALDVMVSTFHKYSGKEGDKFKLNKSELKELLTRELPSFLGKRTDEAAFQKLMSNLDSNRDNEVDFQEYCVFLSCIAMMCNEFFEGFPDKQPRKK
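Material: S100A4 monomer protein / Buffer or medium: 50 mM HEPES pH 7.2, 10 mM CaCl2, 100 mM KCl / Times: 5 min incubation before reading / Benchmarks: neutral control DMSO, positive control TFP / Reagent: labelled myosin peptide probe, 5 nM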
Xi reactivation = reactivates the inactive X chromosome in mouse fibroblasts; XiGFP mouse fibroblasts, % GFP-positive cells imaging, 3 d; cells co-treated with 5-aza-dC sensitizer; scaled so ellipticine positive control = 100%; activation, % at 7.58 µM; 360,000 compounds, 0.055% hits;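 active means mean normalized replicate activation at least 10% and every replicate at or above 10%; inconclusive means only one of the two criteria met; inactive means mean below 10% and not all replicates reach 10%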;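 further: 0% = median of on-plate neutral control wells and 100% = ellipticine 6 µM median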
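Material: XiGFP fibroblasts, SV40-immortalized. Buffer or medium: DMEM plus 5-aza-dC sensitizer. Compound: single concentration per compound, delivered by pin transfer. Times: 3 days compound exposure. Controls: ellipticine 6 µM.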
RAD54 inh = inhibitors of human RAD54 branch migration; RAD54 Holliday junction branch migration, FAM/BHQ fluorescence; AID 602329; inhibition, % at 10.4 µM; Q92698; 360,000 compounds, 0.14% hits;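 active means mean normalized replicate activity at least 40 and at least half of replicates scoring 40 or more; inconclusive means only one of the two criteria met; inactive means mean below 40 and under half of replicates reaching 40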;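 further: 0% = median of neutral control wells and 100% = median of positive control wells; inhibitors cause a drop in the FAM fluorescence signal; in these data hits start at about 50%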
ERp5 inh = ERp5 (human) disulfide isomerase inhibition; Q15084; ERp5 insulin aggregation, absorbance 650 nm, 90 min; inhibition, % at 9.99 µM; 350,000 compounds, 0.05% hits; AID 651711;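 active means mean replicate inhibition above about 25%, with every replicate also reaching it, limit read from the data, passing the limit was not always enough; inconclusive means only one of those two criteria met; inactive means neither criterion met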
Target sequence (Q15084 whole entry, looked up): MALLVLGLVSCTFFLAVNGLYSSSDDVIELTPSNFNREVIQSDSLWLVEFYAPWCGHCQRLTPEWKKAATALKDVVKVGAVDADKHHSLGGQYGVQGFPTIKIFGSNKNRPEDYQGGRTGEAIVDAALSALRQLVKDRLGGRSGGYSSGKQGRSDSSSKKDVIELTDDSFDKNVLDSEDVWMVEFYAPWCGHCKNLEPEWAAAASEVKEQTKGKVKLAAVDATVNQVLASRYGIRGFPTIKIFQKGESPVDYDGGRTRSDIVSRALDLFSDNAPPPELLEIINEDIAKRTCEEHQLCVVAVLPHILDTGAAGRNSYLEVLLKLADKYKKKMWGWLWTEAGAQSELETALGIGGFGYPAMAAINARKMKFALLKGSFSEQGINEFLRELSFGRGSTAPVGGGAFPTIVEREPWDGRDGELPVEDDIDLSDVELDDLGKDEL
E-sel inducer = E-selectin induction on HUVECs; HUVEC E-selectin immunofluorescence imaging; normalized: neutral wells 0, TNF-alpha wells 100; activation, % at 7.58 µM; 260,000 compounds, 0.37% hits; P16581;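 active means mean E-selectin-positive cell signal at least 10% of the positive control, reached in at least 60% of replicates, without over 20% cell loss; inconclusive means no rule given, readout overlaps actives, possibly toxicity-flagged; inactive means the rest, including those meeting only one limit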;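 further: in these data hits start at about 27%; measured in HUVEC primary endothelial cells; signal is the percent of cells scored E-selectin positive by PE staining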
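System: HUVEC, human umbilical vein endothelial cells; quantity: 3,000 cells/well; buffer or medium: EGM-2 medium, gelatin-coated wells; dosing: single-point compound dose; detection: immunofluorescence imaging; evaluation: % PE-positive cells; benchmarks: TNF-alpha, DMSO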
ERAP1 inh = ERAP1 (human) enzyme inhibition; inhibition, % at 10.7 µM; AID 652197; recombinant ERAP1, Leu-AMC fluorescence, 60 min; 340,000 compounds, 0.15% hits;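 active means mean replicate inhibition of at least 30%, or all replicates individually reaching that 30% level; inactive means mean below 30% and not every replicate reaching it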;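 further: 0% = neutral control wells and 100% = L-leucinethiol positive control wells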
RAD52 inh = RAD52 (human) annealing inhibition; AID 651710; 360,000 compounds, 0.46% hits; inhibition, % at 18.7 µM; recombinant RAD52 DNA annealing, FRET fluorescence;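 active means every replicate showing at least 50% inhibition; inconclusive means mean inhibition at least 50% but not in every replicate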
Target sequence (P43351 whole entry, looked up): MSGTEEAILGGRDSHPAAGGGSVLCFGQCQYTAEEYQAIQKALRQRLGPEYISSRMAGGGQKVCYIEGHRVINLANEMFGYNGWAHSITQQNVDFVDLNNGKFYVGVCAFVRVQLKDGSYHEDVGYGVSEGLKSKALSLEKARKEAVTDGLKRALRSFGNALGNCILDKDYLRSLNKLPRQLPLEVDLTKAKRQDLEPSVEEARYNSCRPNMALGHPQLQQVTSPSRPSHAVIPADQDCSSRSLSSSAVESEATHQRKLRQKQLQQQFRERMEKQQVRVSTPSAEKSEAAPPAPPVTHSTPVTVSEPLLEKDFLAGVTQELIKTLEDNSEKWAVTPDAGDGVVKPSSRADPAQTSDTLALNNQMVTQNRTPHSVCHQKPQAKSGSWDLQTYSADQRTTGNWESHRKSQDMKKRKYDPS
esBAF inh = SWI/SNF esBAF complex inhibition; mouse ES cells, Bmi1-luciferase knock-in reporter, 24 h; 100% = twice the neutral-well signal; reporter increase, % at 12.5 µM; 350,000 compounds, 2% hits; in the data active means activation above about 40%; inconclusive means no clear call, values can overlap the other calls;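 further: 0% = median of the plate's neutral control wells and 100% = double that signal; a rise in the Bmi1 reporter signal indicates esBAF inhibition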
* hit, by the source's call; ? = inconclusive; . = no result given; & = joins results of further samples.

SMILES	ERAP1 inh	RAD54 inh	S100A4 inh HTS	Xi reactivation	esBAF inh	ERp5 inh	RAD52 inh	E-sel inducer
Cc1ccc(NC(=O)COC(=O)CCNS(=O)(=O)c2c(Cl)cccc2Cl)cc1	-4	-3	-3	0.2	-10	4	-73	-1.2
Cc1ccc(Cl)c2sc(NC(=O)C3=COCCO3)nc12	-1	-3	-4	0.3	34	7	-16	-0.5
O=C(NCCCNC(=O)c1ccccc1Br)c1ccccc1Br	-1	1	-12	-0.1	-2	2	-7	.
COc1ccccc1-c1nnc(NC(=O)c2cccc(N3C(=O)CCC3=O)c2)o1	-5	.	3	-0.4	.	1	-13	5.4
CCc1ccc(C(=O)CCC(=O)Nc2ccc(OC)c(S(=O)(=O)N3CCCCC3)c2)cc1	-3	9	-1	-0.1	8	-5	-1	.
COc1ccc(NC(=O)c2ccc(NCCCN3CCOCC3)c([N+](=O)[O-])c2)cc1	3	.	3	0.1	.	-1	-4	.
Cc1cc(C)c2nc(NC(=O)c3ccc([N+](=O)[O-])o3)sc2c1	1	-3	1	0.0	13	5	-12	-0.1
COc1ccc2oc(C(=O)Nc3nccs3)c(C)c2c1	0	.	-7	0.2	32	0	-27	-0.1
COc1ccc(C#Cc2ccc3c(c2)[C@@H]2[C@@H](CCN2C(=O)c2ccncc2)[C@@H](CO)N3C)cc1	0	16	-13	0.0	2	3	62*	-0.2
CCOc1ccc(N2CC(C(=O)NCc3ccc(C)n3C)CC2=O)cc1 (centres undefined)	4	.	-4	0.0	.	0	-8	0.8
Cc1ccc(C(C(=O)Nc2ccc(C(C)C)cc2)N(C)C(=O)c2ccc(=O)[nH]c2)cc1 (centres undefined)	1	.	14	0.1	.	7	-3	.
O=C(C[C@H]1C=C[C@H](NS(=O)(=O)c2ccc(F)cc2)[C@@H](CO)O1)NCc1ccc(Cl)c(Cl)c1	1	3	-3	-0.3	17	3	-5	1.4
CC(C)CC#Cc1cnc2c(c1)C(=O)N([C@@H](C)CO)C[C@H](C)[C@@H](CN(C)C(=O)Nc1cccc(F)c1)O2	1	-5	6	0.5	-4	6	-17	-0.2
C[C@@H]1CN([C@H](C)CO)C(=O)c2cc(C3=CCCCC3)cnc2O[C@H]1CN(C)C(=O)Cc1ccncc1	3	-3	-56	0.5	0	5	-5	-0.3
CCOC(=O)C1CCN(C2CCN(Cc3nc(-c4ccccc4)no3)CC2)CC1	2	-8	-25	0.0	5	5	-14	2.0
CCn1c(SCC(=O)NC2CCCCC2)nnc1-c1cccs1	2	0	-5	.	-14	-3	-1	.
C[C@H]1CN([C@@H](C)CO)C(=O)CCCn2cc(nn2)CO[C@@H]1CN(C)C(=O)Nc1ccccc1C(F)(F)F	-2&-1	-5	?	0.1&-0.2	6&1&-1	-4&-2	-7&13	0.1&0.9
Cc1nc(NCc2ccccc2)c2cc[nH]c2n1	0	.	-3	0.3	.	3	-8	1.0
N#C[C@@H]1[C@@H](c2ccc(C#CC3CC3)cc2)[C@@H](CO)N1S(=O)(=O)Cc1ccccc1	-1	-7	10	-0.1	5	-11	18	-0.1
Cc1onc(-c2ccccc2)c1CNC(=O)CN1C(=O)c2ccccc2C1=O	-9	.	1	-0.2	.	-1	-2	.
COc1ccc(CN2CCN(C(=O)CCC(=O)c3ccc(C)s3)CC2)cc1OC	0	9	55	0.2	22	-3	-34	0.0
CCCNC(=O)N1C[C@@H](C)[C@H](OC)CN(C)C(=O)c2ccc(NC(=O)CC)cc2OC[C@@H]1C	-1	2	-1	-0.2	-2	17	1	-0.1
C[C@@H]1CN([C@H](C)CO)C(=O)Cc2cc(NC(=O)Nc3cccc4ccccc34)ccc2O[C@H]1CN(C)Cc1ccc(C(F)(F)F)cc1	1	-1	1	-0.7	6	21	7	.
O=C(NN1CCOCC1)c1ccc(Cl)s1	-1	.	1	0.0	.	-2	-9	.
COc1cc(C(C(=O)NC2CCCCC2)N(C(=O)c2snc(C(N)=O)c2N)c2ccc(C)cc2)ccc1O (centres undefined)	0	5	18	0.3	10	0	-18	2.5
O=C(OCC(=O)N1CCC(c2ccccc2)=N1)c1ccc([N+](=O)[O-])s1	-3	3	-3	0.0	.	2	-10	-0.2
Cc1coc2cc3oc(=O)c(CCC(=O)NCCCN4CCCC4=O)c(C)c3cc12	-1	-9	16	.	4	-5	-2	.
COc1ccc(OC)c(NC(=O)CN=[N+]=[N-])c1	-1	.	13	.	.	2	12	.
Cc1ccc(S(=O)(=O)Nc2ccc3c(c2)C(=O)N([C@@H](C)CO)C[C@H](C)[C@H](CN(C)S(=O)(=O)c2c(C)noc2C)OCCCC[C@@H](C)O3)cc1	-6	0	-7	0.0	0	4	-39	.
O=S(=O)(Nc1ccc2cn[nH]c2c1)c1ccc(C(F)(F)F)cc1	1	3	2	0.2	-4	-1	-5	0.3
O=C(CCc1nnc(Cc2ccc3c(c2)OCO3)o1)NCc1nc2ccccc2s1	8	.	1	0.0	.	0	-12	0.8
Cc1ccc2cc(/C=C/C(=O)c3ccco3)c(Cl)nc2c1	-2	-4	0	0.3	.	6	-22	.
COc1ccc(S(=O)(=O)Nc2ccc3c(c2)OC[C@H](C)NC[C@@H](C)[C@H](OC)CN(C)C3=O)cc1	0	7	5	0.1	2	-3	-8	0.0
COc1ccc(CN2CCn3nc(C(=O)NC(C)C)cc3C2=O)cc1	1	.	10	0.0	.	3	-13	-0.8
Cc1cc(C)nc(NCCO)n1	1	1	-4	0.0	-1	-9	4	-0.4
C[C@H](CO)N1C[C@H](C)[C@@H](CN(C)Cc2ccncc2)Oc2c(NC(=O)Nc3ccc4c(c3)OCO4)cccc2C1=O	8	-8	-6	-0.2	?	1	5	-9.7
CCC(CO)Nc1ccn2nc(-c3cccc(Cl)c3)cc2n1 (centres undefined)	-2	-7	-1	0.0	72*	-1	0	0.2
CCC(=O)Nc1ccc(NC(=O)CSc2nnnn2CC)cc1C	3	-6	-3	.	2	-6	3	.
COCCn1nnnc1C(c1ccc(OC)cc1)N1CCN(C(=O)c2ccco2)CC1 (centres undefined)	1	-13	-5	0.0	2	-11	-30	.
Nc1ccc2nc(SCC(=O)N3CCOCC3)sc2c1	-3	.	2	0.0	.	-2	-6	.
CC(C)Cc1cc(C(C)(C)C)ccc1OC(=S)N(C)C	5	-4	20	0.0	-2	-1	-5	-0.1
Cc1noc(C)c1S(=O)(=O)N(C)C[C@H]1Oc2ccc(NC(=O)CCN3CCOCC3)cc2CC(=O)N([C@H](C)CO)C[C@H]1C	-8	.	14	-0.1	.	2	-2	-7.8
CCc1cccc(CC)c1N1C(=O)COCC1=O	1	-7	2	0.0	-7	-8	-14	-0.1
O=C(c1ccsc1)N1CCCC(Nc2cccc(F)c2)C1 (centres undefined)	-2	-4	5	0.4	4	-2	-5	0.0
O=C(C[C@@H]1CC[C@@H]2[C@H](COC[C@H](O)CN2C(=O)c2ccccc2)O1)N1CCc2ccccc2C1	3	5	-3	-0.1	0	1	-12	0.4
O=C(CSc1nnc2c(n1)[nH]c1ccc(F)cc12)N1CCOCC1	-1	.	2	0.1	.	0	-5	-1.8
Cc1noc(C)c1NC(=O)Nc1ccc2c(c1)C(=O)N([C@H](C)CO)C[C@H](C)[C@H](CN(C)C(=O)Nc1cccc3ccccc13)O2	0	-6	-22	-0.5	-1	1	-11	0.1
Cc1nc(C(=O)NNC(=O)c2ccc(Cl)cc2)c(C(F)(F)F)o1	4	-4	-8	0.0	.	1	-17	0.0
C[C@H](CO)N1C[C@H](C)[C@H](CN(C)Cc2ccccc2F)Oc2cc(C3=CCCCC3)ccc2S1(=O)=O	-1	0	-12	0.0	4	-2	-7	.
O=C(COC(=O)c1ccc(Cl)nc1)NCCc1ccccc1	-1	14	1	0.0	-9	-10	-15	.

Carrying on.
SMILES	ERAP1 inh	RAD54 inh	S100A4 inh HTS	Xi reactivation	esBAF inh	ERp5 inh	RAD52 inh	E-sel inducer
NC(=O)SCC(=O)Nc1ccccc1C(=O)O	-9	-11	-12	0.8	-3	3	-11	0.0
Cc1ccc(C)c(NC(=O)/C(C#N)=C/c2cn(CC(=O)NCc3ccco3)c3ccccc23)c1	2	.	7	0.0	.	-2	-47	-0.1
COc1cccc(CNC(=O)C[C@@H]2CC[C@@H](NS(=O)(=O)c3ccccc3OC)[C@@H](CO)O2)c1	0	4	10	0.4	-8	-3	1	0.7
CCCCn1c(=O)[nH]c2nc3cc(NC(C)=O)ccc3nc2c1=O	0	-27	-3	0.4	10	0	-33	4.3
OCCN1CCN(CC/C=C2/c3ccccc3Sc3ccc(C(F)(F)F)cc32)CC1	-1	8	-13	0.0	-11	0	58*	-0.3
CC(=O)NC1CCN(CC(=O)Nc2nccs2)CC1	1	-16	-8	0.0	-8	3	-4	0.0
C[C@@H]1CCCCO[C@@H](CN(C)CC2CCCCC2)[C@@H](C)CN([C@H](C)CO)C(=O)c2cc(NC(=O)Nc3cccc4ccccc34)ccc2O1	-1	2	3	-0.8	1	5	9	1.0
Cc1ccc(S(=O)(=O)NCC(=O)N/N=C/c2ccc(Cl)cc2Cl)cc1	3	4	17	0.2	.	-2	-15	.
O=C(COC(=O)c1ccco1)Nc1cccc(S(=O)(=O)N2CCOCC2)c1	2	0	-11	0.2	-2	-5	-12	9.0
Cc1ccc(N=Cc2cc3c(cc2O)OC(N)=C(C#N)C3c2ccccc2)cc1 (centres undefined)	-1	.	-5	0.1	.	-14	-56	.
Cc1cc(Br)c2nc(-c3ccc(Cl)cc3)c(Cc3cccc(Cl)c3)n2c1	.	.	12	0.1	.	0	-34	-3.8
O=C(O)C[C@H]1C[C@H]2c3cc(NC(=O)c4ccc5c(c4)OCO5)ccc3O[C@H]2[C@@H](CO)O1	-3	-14	6	0.3	-8	-5	12	0.2
O=C(C[C@@H]1CC[C@H](NC(=O)C2CCC2)[C@H](CO)O1)NCc1ccccc1Cl	2	-4	1	0.3	0	0	-5	1.0
C[C@@H]1CCCCO[C@H](CN(C)C(=O)C2CCCCC2)[C@@H](C)CN([C@@H](C)CO)C(=O)c2cc(NC(=O)Nc3ccc(C(F)(F)F)cc3)ccc2O1	1	-12	-1	-0.2	3	-4	-9	0.1
Cc1csc(NC(=O)CSc2nnc(-c3ccc(S(=O)(=O)N4CCCC4)cc3)o2)n1	-6	-11	0	.	3	8	-19	.
NC1=NC[C@@H](Cc2ccc(O)cc2)N1CCCCC1CCCCC1	15	11	-2	0.0	-1	0	-58	.
CCCC(=O)Nc1ccc2c(c1)C(=O)N(C)C[C@@H](OC)[C@@H](C)CN(C(=O)c1ccccn1)[C@@H](C)CO2	.	.	-5	-0.1	-2	-13	-4	0.3

Assay outcomes (PubChem BioAssay)
